Assay outcomes from PubChem.
Gli-Sufu antag: Gli-Sufu pathway antagonism. Sufu-KO-LIGHT fibroblasts, Gli luciferase reporter luminescence. inhibition, % at 5 µM. actives 0.74% (n = 340,000). AID 588413;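 active = inhibition above about 55%, limit read from the data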;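 note: 0% = DMSO-treated cells and 100% = wells with medium but no cells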
APOBEC3A inh: inhibitors of human APOBEC3A DNA deaminase; actives 0.41% (n = 330,000); recombinant A3A, FAM/TAMRA ssDNA deamination fluorescence; P31941; AID 493011; inhibition, % at 20 µM;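 active = at least 40% inhibition at 20 µM here, with at most 30% in a related deaminase screen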;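 note: plate controls were A3A with DMSO for no effect and wells lacking A3A enzyme for full effect; some results filed as inactive read as strong as hits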
Target sequence (P31941 whole entry, looked up): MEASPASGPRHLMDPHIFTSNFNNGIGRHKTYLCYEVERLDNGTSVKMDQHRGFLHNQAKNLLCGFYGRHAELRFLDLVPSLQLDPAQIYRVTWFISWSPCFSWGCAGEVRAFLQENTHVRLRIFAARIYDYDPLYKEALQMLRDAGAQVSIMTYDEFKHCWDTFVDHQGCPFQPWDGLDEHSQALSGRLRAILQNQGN
A3G deaminase: APOBEC3G (human) deaminase inhibition | actives 0.28% (n = 330,000) | recombinant A3G, ssDNA deamination FAM/TAMRA fluorescence | AID 493012 | inhibition, % at 20 µM;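 active = inhibition of at least 40% at 20 µM, with no more than 30% in the related APOBEC3A deaminase screen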;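 note: plate controls were DMSO wells with A3G for no effect and wells lacking A3G enzyme for full effect; some compounds called inactive have numbers as strong as hits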
CCR6 antagonist: antagonists of human CCR6 receptor | P51684 | CHO-K1 CCR6 PathHunter beta-arrestin, luminescence, CCL20-stimulated | inhibition, % at 20 µM | actives 0.49% (n = 340,000) | AID 493098;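 active = compounds whose inhibition of the agonist-driven luminescence signal at 20 µM reaches about 50%, limit read from the data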;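 note: cells stimulated with CCL20 at 14 nM final; plate controls were DMSO with CCL20 for no effect and DMSO without agonist for full effect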
Target sequence (P51684 whole entry, looked up): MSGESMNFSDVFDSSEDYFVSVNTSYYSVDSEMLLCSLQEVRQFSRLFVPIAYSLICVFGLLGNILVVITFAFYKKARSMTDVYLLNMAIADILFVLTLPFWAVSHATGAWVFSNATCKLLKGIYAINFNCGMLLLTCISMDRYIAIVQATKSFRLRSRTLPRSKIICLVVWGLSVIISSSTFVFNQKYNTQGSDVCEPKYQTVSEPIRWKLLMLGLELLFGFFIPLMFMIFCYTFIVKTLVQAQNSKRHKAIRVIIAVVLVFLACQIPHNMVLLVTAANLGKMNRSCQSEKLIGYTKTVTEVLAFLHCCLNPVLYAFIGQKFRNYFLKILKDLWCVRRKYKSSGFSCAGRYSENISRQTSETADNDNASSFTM
CXCR6 inh: CXCR6 (human) receptor inhibition | O00574 | inhibition, % at 20 µM | CHO-K1 PathHunter CXCR6 beta-arrestin, luminescence | AID 602244 | actives 0.36% (n = 360,000); in the data active = inhibition above about 34%, passing the limit was not always enough;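 note: antagonist mode with CXCL16 agonist at 10 nM final; 0% = 10 nM CXCL16 with DMSO and 100% = unstimulated wells without agonist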
NR3A LBD binder: modulators (binders) of human NR3A ligand-binding domain; Tm shift relative to glycine control, % at 25 µM; NR3A LBD differential scanning fluorimetry, Tm shift; 0% = protein alone, 100% = glycine-bound protein; actives 2.5% (n = 340,000);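 active = melting temperature shift of at least 10% of the positive control shift, at one fixed dose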
EBI2 block: antagonists of human EBI2 receptor; actives 0.81% (n = 360,000); inhibition, % at 5 µM; P32249; EBI2 beta-arrestin recruitment, luminescence, 7a,25-OHC stimulated; AID 651636; in the data active = inhibition above about 38%;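 note: enzyme fragment complementation signal reports receptor beta-arrestin coupling in cells; 0% = agonist plus DMSO wells and 100% = wells without agonist; some results beyond the cut were filed as inactive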
Target sequence (P32249 whole entry, looked up, the tested form may be a part): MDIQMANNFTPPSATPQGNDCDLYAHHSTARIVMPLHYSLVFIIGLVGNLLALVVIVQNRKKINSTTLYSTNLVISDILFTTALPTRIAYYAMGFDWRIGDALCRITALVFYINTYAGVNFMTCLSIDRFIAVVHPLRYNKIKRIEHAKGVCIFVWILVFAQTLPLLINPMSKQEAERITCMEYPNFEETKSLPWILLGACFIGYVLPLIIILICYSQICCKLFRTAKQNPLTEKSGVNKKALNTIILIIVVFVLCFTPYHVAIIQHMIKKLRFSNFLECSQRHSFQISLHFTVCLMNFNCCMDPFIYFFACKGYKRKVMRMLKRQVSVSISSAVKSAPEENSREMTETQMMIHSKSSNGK
MPTP block: blocks calcium-induced mitochondrial swelling; actives 1.4% (n = 360,000); isolated mouse mitochondria, Ca2+ swelling absorbance, 30 min; inhibition, % at 10 µM; AID 602449;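 active = inhibition of 50% or more, scaled per plate between neutral and stimulator controls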;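 note: 0% = DMSO wells given calcium and 100% = 1 mM EGTA wells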
* = called active by the depositor; . = not tested or not shown; & = joins results of further samples.

SMILES	Gli-Sufu antag	APOBEC3A inh	A3G deaminase	CCR6 antagonist	CXCR6 inh	NR3A LBD binder	EBI2 block	MPTP block
CC(C)=NNC(=O)CN1C(=O)NC2NC(=O)NC21 (centres undefined)	8	-3	-4	7	-3	-5	-6	0.5
COc1ccc(NC(=O)COC(=O)CNC(=O)C2CCCCC2)cc1OC	13	2	1	-1	-3	0	-5	-0.2
CCC1CCCCN1C(=S)NC(=O)c1cc(S(=O)(=O)N2CCOCC2)ccc1C (centres undefined)	9	-2	-8	0	11	-2	-9	1.6
COc1ccc(Nc2ncnc3c2cnn3Cc2ccccc2)cc1	3	-2	-3	15	7	-2	8	-0.4
COc1ccc(-c2nc(CS(=O)(=O)CC(=O)NCc3ccc4c(c3)OCO4)c(C)o2)cc1	-6	1	1	7	-12	-1	-13	0.6
Cn1c(=O)c2c(nc(-n3ccnc3)n2Cc2ccc(Cl)cc2Cl)n(C)c1=O	8	-4	0	10	1	-2	4	1.2
COC(=O)c1cc(C)cc(=O)o1	4	-3	-10	-6	-8	0	-8	-0.1
COc1ccccc1Cn1c(=S)[nH]c2cc(C(=O)NCCN(C)C)ccc2c1=O	-3	-3	-10	11	5	1	-6	-0.6
Cc1ccc(S(=O)(=O)NCCn2nc(C)cc2C)cc1	-7	-3	-2	8	-1	1	-2	0.0
Cc1ccc(NC(=O)Cn2nnc(-c3ccc4c(c3)OCO4)n2)cc1F	13	0	-5	9	3	-2	-8	0.6
CCN(CC)CCNC(C(=O)Nc1cccc(C(C)=O)c1)c1ccccc1 (centres undefined)	-3	-1	-6	4	0	-1	-10	0.2
CC1=C(C(=O)Nc2ccccn2)C(c2ccc(N(C)C)cc2)n2ncnc2N1 (centres undefined)	-7	-2	0	-4	11	-3	6	-0.9
Cc1ccc(S(=O)(=O)N2CCC(=O)N2)cc1	27	0	3	26	4	0	-2	0.3
CCCC(=O)Nc1nnc(SCC(=O)Nc2nc(C)cs2)s1	3	0	-4	7	-9	2	6	1.7
CC(C)(C)SCCNC(=O)c1ccc(Cl)c(S(=O)(=O)N2CCOCC2)c1	-1	-3	-1	3	2	-1	1	0.2
CCN(c1ccccc1)S(=O)(=O)c1ccc(C(=O)Nc2nnc(-c3ccco3)o2)cc1	-2	-1	-8	14	13	-4	8	0.0
O=C(Cc1ccc([N+](=O)[O-])cc1)N1CCCc2ccccc21	0	-4	-7	5	-9	0	6	0.0
COC(=O)c1ccc(NC(=O)COc2ccc(S(=O)(=O)N3CCCCC3)cc2)cc1	-2	4	-4	-17	-3	1	3	-2.2
CC(C)[C@H](NC(N)=O)C(=O)NCCc1ccc(Cl)cc1	-13	9	-1	10	5	1	1	-2.1
O=C(NCC(=O)N(c1ccccc1F)C(C(=O)NC1CCCC1)c1ccco1)c1ccco1 (centres undefined)	21	-1	-5	15	-3	1	3	0.3
CC(C)CCNc1nc(N2CCCC2)c2c(c1C#N)CCN(C)C2	11	0	-2	11	-2	-6	2	0.1
COc1ccc(C)cc1N(CC(=O)N1CCCCCC1)S(=O)(=O)c1ccccc1	-14	-6	-8	8	-2	0	-6	0.7
COCCn1c(NCc2ccco2)nc2c1c(=O)[nH]c(=O)n2C	0	0	-4	-4	6	-2	-5	-1.1
C(=C\c1ccccc1)/C=N/N1CCN(c2ccccn2)CC1	5	-6	-6	1	2	-45	17	0.7
CCOC(=O)c1cn2nc(Oc3ccc(OC)cc3)ccc2n1	5	0	-3	4	4	1	-15	-0.6
O=C(Nc1ccccc1)NC1CC2CCC(C1)N2Cc1nnnn1Cc1ccc2c(c1)OCO2 (centres undefined)	12	-3	-1	2	-9	-9	-4	-1.0
O=C(CSc1nc2c(sc3ccccc32)c(=O)n1CCO)NCc1ccco1	8	6	2	-1	-2	0	4	2.5
COC(=O)Cn1ccc2cc(S(=O)(=O)N3CCCCC3)ccc21	-7	0	-1	0	3	0	6	-1.4
Cc1cc(N2C(=O)C(=O)/C(=C(/O)c3ccc(Cl)cc3)C2c2cccc(Br)c2)no1 (centres undefined)	10	-3	-2	9	-5	-5	-24	-12
CC(C)[C@H](N)c1nnc(SC/C=C/c2ccccc2)o1	6	-4	-7	-9	-3	-2	5	0.7

Three entries already listed, arranged by the value under CCR6 antagonist, largest number first.
| Molecule | CCR6 antagonist |
| --- | --- |
| O=C(Nc1ccccc1)NC1CC2CCC(C1)N2Cc1nnnn1Cc1ccc2c(c1)OCO2 (centres undefined) | 2 |
| COC(=O)Cn1ccc2cc(S(=O)(=O)N3CCCCC3)ccc21 | 0 |
| O=C(CSc1nc2c(sc3ccccc32)c(=O)n1CCO)NCc1ccco1 | -1 |

One compound at a time, from the list above. Order of screens: Gli-Sufu antag, APOBEC3A inh, A3G deaminase, CCR6 antagonist, CXCR6 inh, NR3A LBD binder, EBI2 block, MPTP block
Cc1cc(N2C(=O)C(=O)/C(=C(/O)c3ccc(Cl)cc3)C2c2cccc(Br)c2)no1 (centres undefined) in the list: 10, -3, -2, 9, -5, -5, -24, -12
COC(=O)Cn1ccc2cc(S(=O)(=O)N3CCCCC3)ccc21 in the list: -7, 0, -1, 0, 3, 0, 6, -1.4
O=C(CSc1nc2c(sc3ccccc32)c(=O)n1CCO)NCc1ccco1 in the list: 8, 6, 2, -1, -2, 0, 4, 2.5
C(=C\c1ccccc1)/C=N/N1CCN(c2ccccn2)CC1 in the list: 5, -6, -6, 1, 2, -45, 17, 0.7
O=C(Nc1ccccc1)NC1CC2CCC(C1)N2Cc1nnnn1Cc1ccc2c(c1)OCO2 (centres undefined) in the list: 12, -3, -1, 2, -9, -9, -4, -1.0

New compounds follow.
SMILES	Gli-Sufu antag	APOBEC3A inh	A3G deaminase	CCR6 antagonist	CXCR6 inh	NR3A LBD binder	EBI2 block	MPTP block
CCn1ncc(S(=O)(=O)N2CCN(c3cccc(OC)c3)CC2)c1C	2	0	-4	6	-11	0	6	0.2
Clc1cccc(Oc2cnns2)c1Cl	-15	-2	-11	-7	8	-4	-4	2.5
CCn1ccnc1CNC(=O)CC1C(=O)NCCN1Cc1ccc(F)cc1Cl (centres undefined)	-14	-4	0	1	-6	0	-4	-0.7
COc1ccc(C(=O)NC2=NCCS2)c(OC)c1	-54	7	2	2	6	-3	-4	0.5
CC1(C)Cc2ccccc2C(=NCCCC(=O)O)N1	4	-4	-5	2	7	2	4	0.3
CCOC(=O)c1c(C)oc2ccc(OC(=O)N3CCOCC3)cc12	5	-2	1	7	-9	.	2	-1.8
Cc1c(NC(=O)c2cc(-c3ccc(Cl)cc3)on2)c(=O)n(-c2ccccc2)n1C	7	-4	-10	-4	-1	0	7	-1.1
COc1ccc(CCN(Cc2cc3cc(C)ccc3[nH]c2=O)C(=O)N2CCCC2)cc1OC	9	-4	-5	2	2	-1	-7	1.3
CC1C(=O)CCN(C(C)(C)C)C1C (centres undefined)	-15	-4	-5	9	3	0	-10	-1.1
O=NNc1nc2ccccc2n1Cc1ccccc1	-15	1	14	2	-16	2	-6	3.6
O=C(CSc1nc2ccc(Nc3nc(N4CCOCC4)nc(N4CCOCC4)n3)cc2s1)Nc1ccccc1F	12	-1	-2	-9	-7	-4	4	1.4
Cc1ccc2c(c1)N(CC(=O)NC1CCCC1)C(=O)CO2	9	-1	-10	0	-3	0	11	-0.8
O=c1[nH][nH]cc1C=Nc1ccccc1Cl	-7	-2	-6	-30	6	-1	-1	-1.1
O=C(O)CCC(=O)N1CCc2cc(S(=O)(=O)NC3CCCc4ccccc43)ccc21 (centres undefined)	6	-3	-9	3	-2	2	-9	-2.6
CC(=O)Oc1ccc(C(=O)Cc2ccccn2)c(O)c1	-1	-2	-7	3	-8	-7	2	0.4
NS(=O)(=O)c1ccc(NC(=O)N2c3ccccc3Sc3ccccc32)cc1	-1	-2	-6	2	.	-3	.	.
COC(=O)c1sc(N2C(=O)C(O)=C(C(=O)c3ccc(C)o3)C2c2cc(OC)ccc2OC)nc1C (centres undefined)	.	0	-3	.	2	.	17	-1.1
O=C(O)CSc1nnc(-c2ccc(Cl)cc2Cl)n1-c1ccc(Br)cc1	-26	0	-10	3	-8	-1	3	-0.5
O=c1c2ccccc2ncn1-c1ccc(Cl)cc1	-30&-21	4&2	7&-9	11&3	-1&-5	2&0	4&2	0.6&1.4
CN(C)S(=O)(=O)c1cc(NC(=O)CN2CCCc3ccccc32)ccc1Cl	-5	-2	-11	10	2	-2	4	2.3
COc1ccc(NC(=O)c2ccccc2-c2ccccc2)c(C)c1	-3	2	-5	14	-2	-1	-11	-2.5
CN(C(=O)COC(=O)CCC(=O)c1ccccc1)c1c(N)n(Cc2ccccc2)c(=O)[nH]c1=O	.	29	8	13	3	-1	5	-0.2
Cc1cnc(C(=O)Nc2nc(-c3ccccc3)cs2)cn1	-5	1	-5	13	6	0	-1	-1.0
Cc1ccc(CSCC(=O)N(C)CC(=O)Nc2ccccc2Cl)cc1	5	-2	-11	7	3	0	12	2.6
COc1ccc(NC(=O)CCCCC(=O)Nc2ccc(OC)cc2OC)c(OC)c1	4	-7	-6	0	9	-1	-14	2.0
Cc1nc(=O)cc(-c2ccccc2)n1-c1ccccc1	-18	-6	-6	6	3	-1	-8	-0.2
Cc1noc(C)c1-c1nc(CSc2ccccc2)no1	-8	-2	-5	8	10	-1	2	2.9
CCOC(=O)c1ccccc1NC(=O)CSc1nnc(C)c(=O)[nH]1	21	2	-4	7	-2	0	-4	-0.1
O=C(Nc1ccccc1N1CCCCC1)c1cc(S(=O)(=O)N2CCOCC2)ccc1F	4	-4	-11	22	7	2	-6	0.6
CCn1c(=O)c(C(=O)Nc2ncccc2O)c(O)c2ccccc21	-6	-5	-7	-6	3	0	-8	4.0
CCc1ccc(C2C3=C(CCCC3=O)OC3=C2C(=O)CCC3)cc1	-7	-4	-5	-10	3	-1	-4	-1.0
O=C(Nc1ccc(S(=O)(=O)N2CCCCC2)cc1)C1CC(=O)N(c2ccccc2)C1 (centres undefined)	-4	-2	-6	7	3	-3	14	-0.6
CCOC(=O)CSc1cc(CS(C)(=O)=O)nc(-c2ccccn2)n1	-7	1	7	12	-3	1	8	-1.3
CC1CC(=O)Nc2ccccc2N1C(=O)COc1ccc2cc(Br)ccc2c1 (centres undefined)	-16	-2	-10	13	0	-1	-7	0.2
CCc1cccc2c(-c3csc(=NC)n3C)c[nH]c12	13	0	-3	5	1	-2	14	-0.3
CC(=O)Nc1ccccc1Nc1nc(NCCO)nc(N2CCCC2)n1	-18	2	-7	-1	5	1	-12	0.5
O=C(C1CC1)N1CCN(c2ccc(O)cc2)CC1	28	-6	18	5	-8	0	-17	-2.5
Cc1ccccc1-c1nnc(NC(=O)c2ccc(N3C(=O)CCC3=O)cc2)s1	-3	0	-5	10	-1	-1	-4	-1.4
